Nrf2 activator = Nrf2 pathway activation; AREc32 ARE-luciferase reporter (MCF7-derived line), luminescence, 24 h; Potency, µM (highest dose often 46.1 µM), for the others: top-dose activation, most hits filed as activators; 410,000 compounds, 0.31% hits; also: potency is read from the fitted curve at half-maximal effect; % of control where 0% means no effect; nearly all actives have a fitted effect of over 65% in size
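Cells of the AREc32 ARE-luciferase line are plated in OPTI-MEM containing 5% FBS and left overnight at 37 deg C. Compounds are pinned in, incubation continues 24 hr, and firefly luciferase signal is then measured.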
Nrf2 block = inhibitors of Nrf2 signaling; A549 ARE-Fluc reporter, luciferase luminescence, 18-24 h; 360,000 compounds, 2.1% hits; AID 504444; Potency, µM (highest dose often 46 µM), for inactives: at the top dose activity change, negative = inhibition, hits mostly inhibitors; also: potency is read from the fitted curve at half-maximal effect; % is scaled to controls: 0 for no effect and ±100 for the full control effect; nearly all actives have a fitted effect of over 60% in size
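Nrf2 function is reported as luminescence of an ARE-controlled luciferase in A549 cells. Compounds were tested at several concentrations, and a CellTiter-Fluor read on the same wells flagged cytotoxicity.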
Akt phos inh = Akt phosphorylation inhibition; activity change, % for hits at 50 µM; 360,000 compounds, 0.32% hits; Neuro2A IGF-stimulated pAkt S473 HTRF, 20 min; active compounds read low; in the data active = activity change below about -80%; inconclusive = mostly about -51% to -80%; also: % is scaled to controls: 0 for no effect and ±100 for the full control effect
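Single-point screen (50 µM final compound) in Neuro2A cells stimulated 20 min with 6 nM IGF at 37 deg C. After lysis, Ser473-phosphorylated Akt read by HTRF (ex 330 nm, em 615/665 nm) as the 665/615 ratio.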
HepG2 tox = counter-screen for TGF-b inhibitors: cytotoxicity in HepG2 cells. HepG2 CAGA-GFP viability, ATP luminescence, 18 h. Potency, µM (top dose mostly 46.1 µM), without a hit: top-dose activity change, negative = cytotoxicity, most hits filed as cytotoxic. 410,000 compounds, 0.76% hits; also: potency is read from the fitted curve at half-maximal effect; some results filed as inactive show a strong effect at the top dose
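HepG2 CAGA-GFP cells (1000/well, DMEM with 1% FBS) received compound, then TGF-beta at 500 pg/mL final, and were incubated 18 hours at 37 degrees C. Viability was read by CellTiter-Glo luminescence. Media-only wells were set as complete cell-killing and DMSO as no toxicity.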
TGFb SMAD3 inh = blocks TGF-b signaling; 410,000 compounds, 1.2% hits; HepG2 CAGA-GFP TGF-b/SMAD3 reporter, GFP fluorescence, 18 h; TGF-beta stimulated, 500 pg/mL final; Potency, µM (doses to about 46.1 µM), for the others: at the top dose activity, negative = inhibition, usual class: inhibitors; also: potency is read from the fitted curve at half-maximal effect; % is scaled to controls: 0 for no effect and ±100 for the full control effect; nearly all actives have a fitted effect of over 65% in size
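Read-out: total well GFP (ex488/em500-530) summed from mean per-cell fluorescence. Cells: HEPG2 CAGA-GFP, 1% FBS DMEM, 18 h at 37 degrees C with 500 pg/mL final TGF-beta. Unstimulated wells served as the full-inhibition control; stimulated DMSO wells = 0%.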
CCT modulator = changes cytosolic chaperonin activity. 360,000 compounds, 0.3% hits. purified chaperonin ATPase assay, HTRF ADP detection, 30 min. activity change, % (concentration not given with the values), hits read low. AID 651819; in the data active = activity change below about -30%; also: % is scaled to controls: 0 for no effect and ±100 for the full control effect
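TRiC (40 or 20 nM final, by batch activity) in 30 mM Tris pH 7.4, 100 mM KCl, 5 mM MgCl2, 1 mM DTT was treated with compound at 76 uM single dose, then 10 uM ATP, 30 min at 37 °C. ADP was read by HTRF Transcreener.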
Abeta yeast res = restores growth of yeast expressing A-beta42 peptide; yeast expressing A-beta42, growth rescue, OD600, 48 h; response scale: 0% DMSO, 100% iron-clioquinol control; Potency, µM (titrated, usually from 46.1 µM), for the others: at the highest dose growth rescue, hits mostly activators; 410,000 compounds, 0.063% hits; AID 1347071; also: potency is read from the fitted curve at half-maximal effect; nearly all actives have a fitted effect of over 55% in size
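Growth rescue measured by 600 nm absorbance after 48 h yeast culture at 30 C with compound. Values normalized between DMSO and an equimolar ferric chloride plus clioquinol control.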
A549 viability = counter-screen for Nrf2 inhibitors: cytotoxicity in A549 cells; 390,000 compounds, 0.16% hits; A549 ARE-Fluc cells, CellTiter-Fluor viability, 18-24 h; Potency, µM (highest dose often 46 µM), without a hit: at the highest dose activity change, negative = cytotoxicity, hits mostly inhibitors; also: potency is read from the fitted curve at half-maximal effect; % is scaled to controls: 0 for no effect and ±100 for the full control effect
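A549 ARE_Fluc cells in 5% FBS OPTI-MEM were exposed to compounds in concentration-response for 18-24 h at 37 deg C. Viability was read by CellTiter-Fluor fluorescence (Ex 405/Em 525) after 30 min, before the luciferase read.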
MmCpn inh = M. maripaludis TRiC chaperonin inhibition | purified Mm-Cpn ATPase, ADP Transcreener TR-FRET | Potency, µM (doses to about 76.9 µM), for inactives: at the highest dose activity, negative = inhibition, actives largely listed as inhibitors | 330,000 compounds, 0.031% hits | AID 504842; also: potency is read from the fitted curve at half-maximal effect; % is scaled to controls: 0 for no effect and ±100 for the full control effect; nearly all actives have a fitted effect of over 80% in size
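Compound-treated chaperonin, 25 nM final, turns over 10 uM ATP at 37°C for 30 min following a 10 min preincubation; ADP generated competes with ADP-d2 for Eu-cryptate antibody, lowering FRET.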
* marks the source's active call; other numbers are inactive results; i = inactive; ? = inconclusive; / = not tested or not shown; & = joins results of further samples; [ ] = remark or other dose. Unless noted, calls follow the shape of the dose curve; as a rule, active = well fitted curve in the direction sought with a large enough effect; inconclusive = small, poorly fitted or top-dose-only effect, or another doubt; inactive = no such curve, though single readings can be large; an effect the other way counts as inactive or inconclusive. Not a hit list; overall some 4.3% were active at least once.

Every second line gives: A549 viability	Abeta yeast res	HepG2 tox	Akt phos inh	CCT modulator	Nrf2 activator	Nrf2 block	MmCpn inh	TGFb SMAD3 inh
1	Cc1cc2occ(CC(=O)N(C)CC(=O)Nc3ccccc3Br)c2cc1C
 : 1%	16%	-25%	i	0.5	1.8%	-2%	-3%	-9%
2	CCOC(=O)c1c[nH]c(=O)c(Br)c1O
 : -1%	3%	5%	i	0.7	-0.5%	14%	-7%	5%
3	CN(C)CCNC(=O)C(=O)NCC(c1cccnc1)N1CCN(c2ccc(F)cc2)CC1 (stereo not given)
 : -9%	3%	-2%	/	/	-0.1%	17%	/	-1%
4	Cc1cnn(-c2cc(N/N=C/c3cccc(F)c3)ncn2)c1
 : 6%	2%	-8%	i	-0.6	2.0%	?	-2%	15%
5	O=C(NC1CCCCC1)[C@@H]1CC=C[C@@H]2CCN(C3CCCCC3)C(=O)[C@@H]21
 : -3%	-8%	-7%&6%	i	1.0	-0.5%	-2%	/	-10%&5%
6	COC(=O)CCCC1=CC2=CC(=O)C(C)(OC(=O)CCc3ccccc3)C(=O)C2=CO1 (stereo not given)
 : -13%	-59%[inhibitor]	-8%	i	-5.0	0.2%	-5%	-1%	5%
7	O=C(N/N=C/c1ccc(-c2cccc(C(F)(F)F)c2)o1)c1ccccc1Br
 : ?	3%	-15%	i	-1.3	1.6%	?	-1%	20µM*
8	COc1cc(C(=O)Nc2cccc3c2CCCC3)cc(OC)c1OC
 : -2%	1%	-11%	i	-1.9	-0.8%[9.22 µM]	-14%	-2%	-2%
9	O=[S@]1Oc2ccccc2-c2ccccc21
 : -3%	-94%[inhibitor]	-27%	i	-71*	3.8%	-4%	/	-27%
10	Cc1ccc(NC(=O)CN(C)C(=O)CNC(=O)c2sc3ccccc3c2Cl)cc1
 : 0%	6%	0%	i	4.0	3.3%	?	-5%	0%

5 of the entries above in order of their number in CCT modulator, smallest number first.
entry	Molecule	CCT modulator
9	O=[S@]1Oc2ccccc2-c2ccccc21	-71*
6	COC(=O)CCCC1=CC2=CC(=O)C(C)(OC(=O)CCc3ccccc3)C(=O)C2=CO1 (stereo not given)	-5.0
8	COc1cc(C(=O)Nc2cccc3c2CCCC3)cc(OC)c1OC	-1.9
2	CCOC(=O)c1c[nH]c(=O)c(Br)c1O	0.7
10	Cc1ccc(NC(=O)CN(C)C(=O)CNC(=O)c2sc3ccccc3c2Cl)cc1	4.0

Continued:
Every second line gives: A549 viability	Abeta yeast res	HepG2 tox	Akt phos inh	CCT modulator	Nrf2 activator	Nrf2 block	MmCpn inh	TGFb SMAD3 inh
11	CCOc1cc([C@@H]2C[C@H]3CN(c4ccccc4)C(=O)[C@]34CCCN24)ccc1OC
 : -6%	-17%	-3%	i	1.8	0.2%	-15%	-6%	?
12	Cc1csc(SCC(=O)Nc2ccccc2)n1
 : 10%	1%	-17%	i	1.1	-0.3%	?	1%	-6%
13	CCOC(=O)C1(Cc2cccc(Cl)c2)CCCN(C(=O)C(C)(C)C)C1 (stereo not given)
 : -6%	4%	-1%	i	0.9	0.0%	?	0%	-15%
14	COc1cc(NC(=O)c2ccccc2Cl)c(OC)cc1NC(=O)CN1CCCCC1
 : 2%	4%	-15%	i	-1.1	1.0%	-2%	-4%	-14%
15	CCC(CC)NC(=O)c1ccccc1Oc1ccccc1
 : 1%	-4%	11%	i	0.5	-0.4%	/	0%	0%
16	NS(=O)(=O)c1ccc(CNC(=O)c2ccc(NS(=O)(=O)c3cccs3)cc2)cc1
 : 0%	4%	4%	i	1.5	-0.5%	5%	-1%	-17%
17	CCCOc1ccc(/C=N/NC(=O)CSc2ccccn2)cc1OC
 : 14%	19%	-19%	i	0.0	2.2%	29%	-1%	-9%
18	Cc1cc(Cl)ccc1Oc1nccc(N(C)C)c1C#N
 : -17%	4%	5%	i	-1.7	1.0%	23µM*	-2%	-2%
19	CCCC(=O)Nc1nc2ccc3nc(C)sc3c2s1
 : -2%	11%	-2%	i	0.7	2.1%	8%	-2%	0%
20	COc1ccc(CCNC(=O)CCS(=O)(=O)c2ccc3c(c2)NC(=O)CO3)cc1OC
 : 0%	0%	-18%	i	-1.3	0.6%	-13%	2%	4%

Random excerpt: 2 entries already listed, in no set order.
Every second line gives: A549 viability	Abeta yeast res	HepG2 tox	Akt phos inh	CCT modulator	Nrf2 activator	Nrf2 block	MmCpn inh	TGFb SMAD3 inh
5	O=C(NC1CCCCC1)[C@@H]1CC=C[C@@H]2CCN(C3CCCCC3)C(=O)[C@@H]21
 : -3%	-8%	-7%&6%	i	1.0	-0.5%	-2%	/	-10%&5%
2	CCOC(=O)c1c[nH]c(=O)c(Br)c1O
 : -1%	3%	5%	i	0.7	-0.5%	14%	-7%	5%

Remaining list, next part:
Every second line gives: A549 viability	Abeta yeast res	HepG2 tox	Akt phos inh	CCT modulator	Nrf2 activator	Nrf2 block	MmCpn inh	TGFb SMAD3 inh
21	COc1ccc(OC)c(NC(=O)CNC(=O)Cn2cnc3ccccc3c2=O)c1
 : -1%	0%	-1%	i	-0.6	0.1%	/	2%	-6%
22	Cc1ccc(OCCSc2nc3ccccc3n2CC(=O)NC(C)C)cc1
 : 5%	-21%	10%	/	/	-0.5%	17%	/	0%
23	S=C(Nc1cccc(Cl)c1Cl)NC1CCN(Cc2ccccc2)CC1
 : 2%	-13%	-32%	i	-0.5	2.7%	-8%	0%	0%
24	CC(=O)c1ccc(Nc2nc(C(N)COCc3ccccc3)cs2)cc1 (stereo not given)
 : /	-7%	-24%	i	-0.9	7.4%	/	/	-4%
25	c1ccc(COc2cccc(-c3cc4nc(NCCOc5ccccc5)ccn4n3)c2)cc1
 : /	8%	-29%	i	1.0	-0.3%[9.22 µM]	/	/	?
26	c1ccc(-c2nc(-n3ccnc3)nc(-n3ccnc3)n2)cc1
 : -20%	-1%	-30%	/	-2.1	10%	?	2%	0%
27	Cc1ccc(-n2c(SCC(=O)Nc3cc(S(=O)(=O)N4CCOCC4)ccc3Cl)nc3ccccc3c2=O)cc1
 : -11%	16%	-24%	i	-3.7	-0.4%	-2%	1%	?
28	Cn1c(=O)c2c(ncn2CC(=O)N2CCN(S(=O)(=O)c3ccccc3)CC2)n(C)c1=O
 : 2%	-13%	-4%	i	-2.7	-0.5%	4%	-7%	-38%
29	Cc1ccc(C(=O)Nc2ccccc2C(=O)O)cc1S(=O)(=O)Nc1ccccc1
 : 0%	-7%	0%	i	-0.5	-1.0%	-5%	4%	-10%
30	CCOC(=O)C1=C(N)OC(CCl)=C(C#N)C1c1ccsc1 (stereo not given)
 : 2%	-9%	-20%	i	-2.6	10%	-3%	1%	-7%
31	O=C(OC1CC2CC1[C@H]1CCCCN1C2=O)N1CCN(c2ccccc2)CC1 (stereo not given in full)
 : /	-10%	/	i	-0.8	0.4%	/	/	/
32	CCc1ccc(Nc2nnc(SCC(=O)Nc3cccc(S(=O)(=O)NC4=NCCCCC4)c3)s2)cc1
 : -4%	?	-14%	i	0.6	2.5%	1%	-1%	-22%
33	CCOc1ccc(Nc2nc(Cc3nnc(SCC(=O)NCC4CCCO4)n3C)cs2)cc1 (stereo not given)
 : -1%	?	7%	i	0.7	0.2%	4%	0%	16%
34	CC1(C)Cc2c(ccc3ccccc23)/C(=C/C#N)N1
 : -5%	0%	-15%	i	-3.3	2.9%	?	-20%	?
35	Cc1ccsc1CNn1cnnc1SCc1ccc(Cl)cc1
 : -9%	7%	-24%	i	-0.5	0.1%	?	-5%	0%
36	CSc1ccc(CN(C)C(C)C(=O)Nc2ccc(F)c(F)c2F)cc1 (stereo not given)
 : 7%	-1%	5%	i	-1.5	-0.4%	-18%	1%	-12%
37	COc1cccc(-c2nn(C)c3sc(C(=O)N4CCN(c5ccccn5)CC4)cc23)c1
 : ?	15%	-6%	i	-1.6	0.1%	?	-3%	-9%
38	CC(C)(C)C1=C(C#N)C(c2ccncc2)C(C#N)=C(N)O1 (stereo not given)
 : -1%	9%	-11%	i	-2.2	4.9%	-1%	-4%	-7%
39	CCOCCc1nnc(NC(=O)CCC2CCCCC2)s1
 : 0%	-2%	-7%	i	-4.4	0.5%	-3%	1%	-9%
40	O=C(NNc1nc2c(F)cccc2s1)c1ccc(F)cc1
 : 2%	20%	-21%	i	0.0	0.7%	0%	0%	-26%
41	COc1cccc(C(=O)Nc2ccc(-c3nc4ccc(C)cc4s3)cc2)c1OC
 : -4%	-14%	-13%	/	/	0.8%	/	/	-1%

From PubChem BioAssay
